KCNQ2 block = KCNQ2 potassium channel inhibitors, primary screen, cell-based, CHO-K1, FluxOR thallium flux, B-score (AID 2156). B-score at 10 µM. 20 min; active compounds read low. 310,000 compounds, 1.1% hits;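 active means fluorescence ratio B-score at most minus 3 library SDs, with starting brightness B-score within 2 library SDs, cut at about -5.5 in these data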
Kir21 block = blocks the mouse Kir2.1 inward-rectifier potassium channel. B-score at 10 µM. HEK293-Kir2.1, FluxOR thallium flux fluorescence; active compounds read low. 310,000 compounds, 0.85% hits. P35561;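 active means fluorescence ratio B-score at or below minus 3 SD of library scores, with starting-brightness B-score within 2 SD, cut at about -4.2 in these data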;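 further: channel flux triggered by added potassium and thallium sulfate stimulus; B-score of peak minus minimum fluorescence over baseline after thallium stimulus; more negative B-score means stronger Kir2.1 block with less thallium influx; some compounds called inactive have numbers as strong as hits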
Target sequence (P35561 whole entry, looked up): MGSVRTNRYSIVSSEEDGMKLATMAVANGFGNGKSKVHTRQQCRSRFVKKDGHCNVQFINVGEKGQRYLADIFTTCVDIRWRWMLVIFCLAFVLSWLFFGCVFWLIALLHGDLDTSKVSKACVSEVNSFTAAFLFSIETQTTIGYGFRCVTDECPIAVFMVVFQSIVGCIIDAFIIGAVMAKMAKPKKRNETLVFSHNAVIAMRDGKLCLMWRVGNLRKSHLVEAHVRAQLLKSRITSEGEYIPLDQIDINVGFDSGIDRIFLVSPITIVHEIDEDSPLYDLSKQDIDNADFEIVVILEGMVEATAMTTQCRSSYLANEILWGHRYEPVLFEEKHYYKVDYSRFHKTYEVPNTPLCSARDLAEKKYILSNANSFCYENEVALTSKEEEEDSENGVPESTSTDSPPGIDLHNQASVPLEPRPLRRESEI
An asterisk follows results filed as active.

How did Cc1ccc(NC(=O)C(C)N=C2NS(=O)(=O)c3ccccc32)cc1F (stereo unspecified) do in these assays?
KCNQ2 block: inactive; Kir21 block: -1.2

Results for O=C(O)c1ccccc1Nc1cc(Cl)c2nonc2c1[N+](=O)[O-] ?
KCNQ2 block: inactive; Kir21 block: -1.3

What do the screens show for `Cc1ccc(O)c(Sc2cc(C)ccc2O)c1`?
KCNQ2 block: inactive; Kir21 block: -1.1

How did CC(=O)Nc1ccc(C(=O)CSc2nnc(C)o2)cc1 do in these assays?
KCNQ2 block: inactive; Kir21 block: -0.03

How did Cc1ccc(F)c([C@H]2[C@H]3C=CC[C@@H](C)[C@@H]3C(=O)N2Cc2ccccc2)c1 do in these assays?
KCNQ2 block: inactive; Kir21 block: -0.15

Results for CCc1ccc(OCC(=O)NNC(=O)Cc2c(F)cccc2Cl)cc1 ?
KCNQ2 block: inactive; Kir21 block: 1.4

What do the screens show for `Cc1cccc(COC(=O)Nc2ccc(NC(=O)c3ccccc3Cl)cc2)c1`?
KCNQ2 block: inactive; Kir21 block: 1.1

How did Nc1nnc(CC(=O)N/N=C/c2ccc(-c3cccc(C(=O)O)c3)o2)s1 do in these assays?
KCNQ2 block: inactive; Kir21 block: 1.6

What do the screens show for `COc1ccc2[nH]c(=O)c(CN(CCc3cccc(C)c3)C(C)=O)cc2c1`?
KCNQ2 block: inactive; Kir21 block: -0.01

Results for COc1ccc(NC(=O)Nc2ccc(Cc3ccncc3)cc2)c(OC)c1 ?
KCNQ2 block: inactive; Kir21 block: -0.04

How did O=C(NCc1cccs1)c1cc(C2CC2)on1 do in these assays?
KCNQ2 block: inactive; Kir21 block: 0.13

Results for O=C1c2ccccc2C(Nc2ccc(S(=O)(=O)N3CCOCC3)cc2)N1c1cccnc1 (stereo unspecified) ?
KCNQ2 block: inactive; Kir21 block: -0.88

What do the screens show for `COc1ccc(OCCC(=O)OCC(=O)NC(=O)NC(C)(C)C)cc1`?
KCNQ2 block: inactive; Kir21 block: -0.14

How did CC(C)CC(NC(N)=O)C(=O)OCC(=O)Nc1ccc(SC(F)F)cc1 (stereo unspecified) do in these assays?
KCNQ2 block: inactive; Kir21 block: 0.6

How did CCN1CCN(S(=O)(=O)c2cccc(S(=O)(=O)N3CCOCC3)c2)CC1 do in these assays?
KCNQ2 block: inactive; Kir21 block: -2.3

How did CCCCNC(=S)Nc1ccc(Oc2ccccc2)cc1 do in these assays?
KCNQ2 block: inactive; Kir21 block: -0.6

How did Nc1c(C(=O)Nc2ccccc2)sc2nc(-c3ccco3)ccc12 do in these assays?
KCNQ2 block: inactive; Kir21 block: 0.03

What do the screens show for `Cc1cc2[nH]c(=O)cc(-c3ccccc3)n2n1`?
KCNQ2 block: inactive; Kir21 block: 2.1

How did COc1ccc(-c2noc(N3CCC(C(=O)NCCCN4CCCCC4)CC3)n2)cc1 do in these assays?
KCNQ2 block: inactive; Kir21 block: -0.87

Results for COc1ccc2c(C(=O)c3ccc(C)cc3)n(CCC(N)=O)[n+]([O-])c2c1 ?
KCNQ2 block: inactive; Kir21 block: 0.47

What do the screens show for `CCOc1ccc(C)cc1S(=O)(=O)NC1CCCCC1`?
KCNQ2 block: inactive; Kir21 block: -2.4

What do the screens show for `CC(C)OC(=S)N/C(=N\S(=O)(=O)c1ccccc1)c1ccccc1`?
KCNQ2 block: inactive; Kir21 block: 0.01

What do the screens show for `CC(C)CCNC(=O)/C=C/c1ccc(Br)cc1`?
KCNQ2 block: inactive; Kir21 block: 0.56

Results for Cc1c(OCc2ccc([N+](=O)[O-])cc2)ccc2c3c(c(=O)oc12)CCC3 ?
KCNQ2 block: inactive; Kir21 block: -0.13

What do the screens show for `NC(=S)N/N=C/C=C/c1ccccc1`?
KCNQ2 block: inactive; Kir21 block: 0.02

What do the screens show for `O=C(Nc1ccccc1C(=O)N1CCCC1)c1ccccc1`?
KCNQ2 block: inactive; Kir21 block: 1.1

How did CCOc1ccc(/C=N/NC(=O)c2cc3c(OC)cc(OC)cc3[nH]2)cc1OC do in these assays?
KCNQ2 block: inactive; Kir21 block: 0.66

Results for CCOC(=O)C(=Cc1ccc(-c2ccsc2C(=O)OC)o1)C(=O)OCC ?
KCNQ2 block: inactive; Kir21 block: 0.22

How did CCCNC(=O)NC(=O)CSc1nnc(-c2c[nH]c3ccccc23)o1 do in these assays?
KCNQ2 block: inactive; Kir21 block: 0.87

Results for COC(=O)c1c(NC(=O)CSc2nnnn2-c2ccccc2)sc2c1CCC(C)C2 (stereo unspecified) ?
KCNQ2 block: inactive; Kir21 block: 1

Results for CCn1nc(NC(=O)c2cccnc2)c2cc3cccc(C)c3nc21 ?
KCNQ2 block: inactive; Kir21 block: -2.2

What do the screens show for `CCCOc1ccc(-c2cn3ccccc3n2)cc1[N+](=O)[O-]`?
KCNQ2 block: inactive; Kir21 block: 1.8

What do the screens show for `CCCSc1nc2c(cnn2-c2ccc(C)c(C)c2)c(=O)[nH]1`?
KCNQ2 block: inactive; Kir21 block: 0.91

Results for O=C(NC1CCCC1)C(c1ccc(F)cc1)N(Cc1ccccc1)C(=O)c1csnn1 (stereo unspecified) ?
KCNQ2 block: inactive; Kir21 block: 1.7

How did COc1cccc(Nc2nc(N)nc(-c3oc4ccccc4c3C)n2)c1 do in these assays?
KCNQ2 block: inactive; Kir21 block: -0.06

What do the screens show for `Cc1cccc(C)c1NC(=O)CN(C)C(=O)c1cccc(NS(=O)(=O)c2ccccc2)c1`?
KCNQ2 block: inactive; Kir21 block: 1

Results for COC(=O)c1cc(OC)c(OC)cc1NC(=O)C1CCCO1 (stereo unspecified) ?
KCNQ2 block: inactive; Kir21 block: 0.01

What do the screens show for `O=c1c2c3c(sc2ncn1/N=C/c1ccco1)CCCC3`?
KCNQ2 block: inactive; Kir21 block: 1.1

What do the screens show for `CN(C)c1cc[n+](CC(=O)Nc2ccccc2C(F)(F)F)cc1`?
KCNQ2 block: inactive; Kir21 block: -0.01

Results for COc1ccc(S(=O)(=O)N2CC=C(C(=O)NC3CCCC3)CC2)cc1 ?
KCNQ2 block: inactive; Kir21 block: 0.32

What do the screens show for `Cc1ccc(C)c(S(=O)(=O)N2CCN(C(=O)Cc3c(F)cccc3Cl)CC2)c1`?
KCNQ2 block: inactive; Kir21 block: 0.9

Results for CCOC(=O)c1ccc(NC(=S)NCCc2ccc(F)cc2)cc1 ?
KCNQ2 block: inactive; Kir21 block: 1.7

Results for COc1cccc(N2C(=O)C(O)=C(C(C)=O)C2c2ccc(OC)c(OC)c2)c1 (stereo unspecified) ?
KCNQ2 block: inactive; Kir21 block: 0.14

Results for CCSC1=C(C#N)C(c2ccc(C)o2)CC(=O)N1 (stereo unspecified) ?
KCNQ2 block: inactive; Kir21 block: -0.72

Results for Cc1cc(NS(=O)(=O)c2ccccc2)no1 ?
KCNQ2 block: inactive; Kir21 block: -0.74

Results for CN(C)c1ccc(-n2cccc2/C=C/[N+](=O)[O-])cc1 ?
KCNQ2 block: inactive; Kir21 block: -1.2

How did O=C(O)/C=C\c1cc2c(cc1[N+](=O)[O-])OCO2 do in these assays?
KCNQ2 block: inactive; Kir21 block: 1.1

Results for C=C1SC(=Nc2c(C)cccc2Cl)N(C(=O)c2sc3ccccc3c2Cl)C12CCCCC2 ?
KCNQ2 block: inactive; Kir21 block: -1.9

How did CC(=O)c1ccccc1NC(=O)CN1C(=O)CS/C1=C\c1nc(-c2ccc(C)cc2)cs1 do in these assays?
KCNQ2 block: inactive; Kir21 block: 0.13

Results for Cc1ccccc1OCC(=O)Nc1cnn(CCCC(=O)O)c1 ?
KCNQ2 block: inactive; Kir21 block: 0.27

What do the screens show for `C/C(=N\NC(=O)c1ccccc1C)c1ccc(N2CCOCC2)cc1`?
KCNQ2 block: inactive; Kir21 block: -2.6

How did Cc1cc(C)n(C2CCCCC2OC(=O)c2ccccc2F)n1 (stereo unspecified) do in these assays?
KCNQ2 block: inactive; Kir21 block: -0.78

How did O=C(CSc1nc2c(oc3ccccc32)c(=O)n1CC1CCCO1)NCc1ccccc1 (stereo unspecified) do in these assays?
KCNQ2 block: inactive; Kir21 block: 0.98

Results for CC/C(O)=C1\C(=O)CC(c2ccccc2)CC1=NCCC(=O)O (stereo unspecified) ?
KCNQ2 block: inactive; Kir21 block: 2.5

What do the screens show for `O=[N+]([O-])c1nn(-c2ccc3c(c2)OCCO3)n(O)c1=NC1CCCCCC1`?
KCNQ2 block: inactive; Kir21 block: -1.5

What do the screens show for `OCC(O)/C=N/Nc1nc(Nc2ccccc2)nc(Nc2ccccc2)n1` (stereo unspecified)?
KCNQ2 block: inactive; Kir21 block: -0.69

What do the screens show for `Cc1cnc(=O)[nH]c1SCC(=O)Nc1nccs1`?
KCNQ2 block: inactive; Kir21 block: 2.3

Results for COCCN(CC(=O)NCc1ccc(F)cc1)C(=O)CCC(=O)Nc1nccs1 ?
KCNQ2 block: inactive; Kir21 block: -2.9

How did Cc1c(N/C=C/C(=O)C(F)(F)F)c(=O)n(-c2ccccc2)n1C do in these assays?
KCNQ2 block: inactive; Kir21 block: -1.6

How did Cc1csc(NC(=O)c2ccc(=O)[nH]c2)n1 do in these assays?
KCNQ2 block: inactive; Kir21 block: 1.4

The last five records of the part before come first, to join the parts:
What do the screens show for `OCC(O)/C=N/Nc1nc(Nc2ccccc2)nc(Nc2ccccc2)n1` (stereo unspecified)?
KCNQ2 block: inactive; Kir21 block: -0.69

What do the screens show for `Cc1cnc(=O)[nH]c1SCC(=O)Nc1nccs1`?
KCNQ2 block: inactive; Kir21 block: 2.3

Results for COCCN(CC(=O)NCc1ccc(F)cc1)C(=O)CCC(=O)Nc1nccs1 ?
KCNQ2 block: inactive; Kir21 block: -2.9

How did Cc1c(N/C=C/C(=O)C(F)(F)F)c(=O)n(-c2ccccc2)n1C do in these assays?
KCNQ2 block: inactive; Kir21 block: -1.6

How did Cc1csc(NC(=O)c2ccc(=O)[nH]c2)n1 do in these assays?
KCNQ2 block: inactive; Kir21 block: 1.4

How did Cc1ccc(C(=O)Nc2nc3c(s2)CCCC3)o1 do in these assays?
KCNQ2 block: inactive; Kir21 block: -0.91

What do the screens show for `Nc1nn2c(C(F)(F)F)cc(=O)[nH]c2c1N=Nc1cccc(F)c1`?
KCNQ2 block: inactive; Kir21 block: 2.1

Results for CCOc1cc(/C=N/NC(=O)c2ccncc2)cc(Cl)c1OS(C)(=O)=O ?
KCNQ2 block: inactive; Kir21 block: -1.9

Results for Nc1ccc(C(=O)OCC(=O)N2CCc3ccccc3C2)cc1[N+](=O)[O-] ?
KCNQ2 block: inactive; Kir21 block: -0.01

How did O=C(Cn1c2ccc(F)cc2c2nc3n(c(=O)c21)CCS3)Nc1ccccc1F do in these assays?
KCNQ2 block: inactive; Kir21 block: 1.1

What do the screens show for `O=S(=O)(Nc1cccc(Cl)c1)c1ccc(-n2cccn2)cc1`?
KCNQ2 block: inactive; Kir21 block: -0.71

Results for CC12C(=O)N(c3ccccc3)C(=O)C1C(c1ccccc1)N1CCCN12 (stereo unspecified) ?
KCNQ2 block: inactive; Kir21 block: 0.01

Results for Cc1cccc(OCc2nnc(SCn3nnc4ccccc4c3=O)o2)c1 ?
KCNQ2 block: inactive; Kir21 block: -0.35

How did COc1ccc(NC(=O)CNC(=O)Cn2ccc3ccccc3c2=O)c(OC)c1 do in these assays?
KCNQ2 block: inactive; Kir21 block: -0.49

Results for S=C(c1ccc(-c2cccc(Cl)c2)o1)N1CCCCC1 ?
KCNQ2 block: inactive; Kir21 block: 0.12

How did O=c1c(-c2ccccc2)nc(-c2ccccc2)cn1O do in these assays?
KCNQ2 block: inactive; Kir21 block: -0.51

What do the screens show for `O=C(c1cc2ccccc2oc1=O)N1CCN(c2ccccn2)CC1`?
KCNQ2 block: inactive; Kir21 block: -0.03

How did COC(=O)c1c(NC(=O)c2ccccc2F)sc(C(=O)N2CCOCC2)c1C do in these assays?
KCNQ2 block: inactive; Kir21 block: -0.53

Results for O=C(c1cccc(NS(=O)(=O)c2ccc(F)c(F)c2)c1)N1CCN(Cc2ccccc2)CC1 ?
KCNQ2 block: inactive; Kir21 block: 0.42

What do the screens show for `CCN(CC)C(=O)C1CCC(C)(C(=O)O)C1(C)C` (stereo unspecified)?
KCNQ2 block: inactive; Kir21 block: -0.77

How did Cc1ccccc1CNC(=O)c1ccc(Cl)c([N+](=O)[O-])c1 do in these assays?
KCNQ2 block: inactive; Kir21 block: 0.42

Results for CCC(C)(C)c1ccc(OCCCC[n+]2cccc(C)c2C)c(C(C)(C)CC)c1 ?
KCNQ2 block: inactive; Kir21 block: -9.5*

What do the screens show for `Cc1cc(O)c(C(C)C)cc1NC(=O)c1cccc(Cl)c1`?
KCNQ2 block: inactive; Kir21 block: 1.4

What do the screens show for `COc1ccc(CNS(=O)(=O)NCc2ccc(OC)c(OC)c2)cc1`?
KCNQ2 block: inactive; Kir21 block: -0.87

Results for N#Cc1c(-c2ccc(F)cc2)ccnc1N1CCOCC1 ?
KCNQ2 block: inactive; Kir21 block: 0.27

Results for COc1ccccc1N(CC(=O)NC(C)(C)C)C(=O)CCC(=O)Nc1nccs1 ?
KCNQ2 block: inactive; Kir21 block: 1.9

How did NS(=O)(=O)OCC1CCCCC1 do in these assays?
KCNQ2 block: inactive; Kir21 block: 0.02

What do the screens show for `O=C(COc1ccc([N+](=O)[O-])cc1)Nn1cnnc1`?
KCNQ2 block: inactive; Kir21 block: 0.44

Results for COc1ccc(/C(C)=N/NC(=O)CNC(=O)COc2ccccc2)c(OC)c1 ?
KCNQ2 block: inactive; Kir21 block: 1.3

How did Cc1ccc(Cl)cc1NC(=O)CSc1nnc(C)n1-c1ccccc1 do in these assays?
KCNQ2 block: inactive; Kir21 block: -0.85

What do the screens show for `CCc1ccc(C(=O)OCC(=O)c2c(N)n(CC(C)C)c(=O)n(C)c2=O)cc1`?
KCNQ2 block: inactive; Kir21 block: 1.8

What do the screens show for `COC(=O)CNc1nc(Cl)nc(NC2CCCCC2)n1`?
KCNQ2 block: inactive; Kir21 block: -0.1
